# Screening data from PubChem BioAssay.
# KCNK3 block = human KCNK3 channel inhibitors, primary screen, CHO cells, FluxOR thallium flux, B-score. hit rate 0.84% among 340,000. AID 602410, 2012. Potassium channel subfamily K member 3 (Homo sapiens), O14649. FluxOR fluorescence; stronger effect = lower value. B-score at 10 µM;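 active = B-score under library mean minus 4 SD, starting fluorescence ratio at most library mean plus 5 SD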;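 note: more negative B-score means stronger inhibition of thallium flux through KCNK3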
# PolyA inhibitor = polyadenylation inhibitors in yeast reporter cells, primary screen, luminescence, S. cerevisiae | S. cerevisiae SKY197-pL101 polyadenylation reporter, beta-gal luminescence; efflux-impaired pdr1/pdr3 knockout yeast; score 100 = 6 SD above DMSO | calls only at 12 µM | hit rate 0.02% among 300,000;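 active = lowest replicate activity score at least 50, where 100 means six control SD above control mean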;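 note: yeast exposed to compound for 9 h at 30 °C; higher score means more reporter readthrough which indicates perturbed polyadenylation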
# TRPC4 agonist = activators of mouse TRPC4 channel, primary screen, Fluo4 calcium, HEK293 TRPC4beta/mu-opioid cells. hit rate 0.49% among 310,000. B-score at 10 µM. Short transient receptor potential channel 4 (Mus musculus), Q9QUQ5. Fluo4 calcium fluorescence; stronger effect = higher value;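 active = B-score above 5 SD of library B-scores, and initial fluorescence ratio not above library mean plus 5 SD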;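 note: positive B-score marks a calcium rise read as TRPC4 activation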
#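 Material: HEK293 stable line with TRPC4beta plus mu-opioid receptor; technique: Fluo4 calcium-sensitive dye fluorescence, kinetic, 1 Hz baseline; timing: Fluo4 dye loading 45 min at room temperature, 110 s recording; controls: assay buffer as low control, maximal DAMGO as high control; read-out: integrated baseline-normalised fluorescence ratio, converted to per-well B score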
# Dyrk1A ADPGlo = rat Dyrk1A kinase inhibitors, primary screen, biochemical, single point, plate reader | Dual specificity tyrosine-phosphorylation-regulated kinase 1A (Rattus norvegicus), Q63470 | ADP-Glo luminescence, NFATc1 peptide | inhibition, % at 12.5 µM | hit rate 0.43% among 310,000; in the data active = inhibition above about 50%;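 note: plate controls were vehicle with enzyme for no effect and no enzyme for full effect; many of its hits are not listed in these tables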
# hERG rescue = hERG rescue from dofetilide block, primary screen, cell-based, CHO-hERG, FluxOR thallium flux, dofetilide IC70; dofetilide IC70 present; activation (rescue from dofetilide block), less the hit threshold, % at 10 µM; Voltage-gated inwardly rectifying potassium channel KCNH2 (Homo sapiens), Q12809; hit rate 0.51% among 310,000;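 active = activation above the mean of controls blocked by dofetilide plus 5 SD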;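 note: thallium influx through hERG after potassium depolarization seen as dye fluorescence rise; in these data hits start at about 4.7%; inactives centre near -7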
# Platelet DG rel = inhibitors of platelet dense granule secretion, primary screen, cell-based, MLPCN, human platelets; human platelet-rich plasma, SFLLRN dense granule ATP release, luminescence; inhibition, %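 (compounds screened at 7.5 µM in platelet-rich plasma)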; hit rate 0.22% among 300,000; AID 1663, 2009;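 active = mean replicate score, as percent of positive control, at or above 50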
# KCNQ1 inh = inhibitors of human KCNQ1 channel, primary screen, cell-based, thallium flux, high-throughput | CHO-K1 KCNQ1, FluxOR thallium flux fluorescence; stronger effect = higher value | B-score at 10 µM | hit rate 1.3% among 310,000;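 active = compounds whose thallium flux B-score, printed positive for inhibition, exceeds three library SD while starting fluorescence stays within three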;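 note: channel opened by potassium depolarization with thallium stimulus after 20 min compound exposure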
# Target sequence (P51787 whole entry, looked up): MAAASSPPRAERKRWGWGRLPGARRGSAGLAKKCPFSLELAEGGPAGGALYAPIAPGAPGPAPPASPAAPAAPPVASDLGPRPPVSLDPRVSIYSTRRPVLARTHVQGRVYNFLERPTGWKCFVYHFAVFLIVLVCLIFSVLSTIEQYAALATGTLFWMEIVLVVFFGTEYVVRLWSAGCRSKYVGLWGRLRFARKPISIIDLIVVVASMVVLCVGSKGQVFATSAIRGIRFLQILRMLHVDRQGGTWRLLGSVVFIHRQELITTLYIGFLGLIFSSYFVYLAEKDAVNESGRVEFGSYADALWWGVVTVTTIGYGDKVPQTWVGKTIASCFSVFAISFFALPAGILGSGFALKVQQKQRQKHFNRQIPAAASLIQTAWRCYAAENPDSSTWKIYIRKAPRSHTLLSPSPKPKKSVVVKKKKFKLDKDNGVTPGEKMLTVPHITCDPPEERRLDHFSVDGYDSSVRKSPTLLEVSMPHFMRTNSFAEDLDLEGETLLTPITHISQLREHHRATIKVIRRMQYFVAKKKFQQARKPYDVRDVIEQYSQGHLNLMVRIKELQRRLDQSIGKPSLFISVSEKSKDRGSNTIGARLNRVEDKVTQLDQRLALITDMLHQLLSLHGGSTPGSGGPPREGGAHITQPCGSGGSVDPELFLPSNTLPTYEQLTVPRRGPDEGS
# KCNQ1 act = potentiators or activators of KCNQ1 channel, primary screen, cell-based, thallium flux, high-throughput; CHO-K1 KCNQ1, thallium flux FluxOR fluorescence; stronger effect = higher value; B-score at 10 µM; hit rate 0.35% among 310,000; AID 2648, 2010;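 active = fluorescence ratio B-score, a plate-corrected score, at least three library SD, with initial intensity B-score within 5 SD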
#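 Medium – assay buffer, equal DMSO in all wells · Material – CHO-K1 cell line with stable KCNQ1 potassium channel expression · Signal – kinetic FluxOR thallium fluorescence, 10-s 1-Hz baseline, 110-s post-stimulus read · Compound – single concentration per compound, DMSO matched to controls · Schedule – 37 °C overnight plating, 90-min dark dye load, 20-min compound pretreatment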
# TRPC4 potent = positive allosteric modulators of TRPC4, primary screen, cell-based, mouse TRPC4beta, HEK293 mu-opioid, Fluo-4 calcium. Short transient receptor potential channel 4 (Mus musculus), Q9QUQ5. DAMGO EC20, Fluo-4 Ca2+ flux; stronger effect = higher value. B-score at 10 µM. hit rate 0.42% among 310,000;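 active = B-score of calcium response area above 5 SD of library B-scores, with initial fluorescence ratio within 5 SD of library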;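 note: B-score of integrated fluorescence ratio over time as area under calcium response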
# KCNK9 inh = KCNK9 potassium channel inhibitors, primary screen, HEK293 cells, thallium flux; FluxOR thallium flux fluorescence; stronger effect = lower value; B-score at 10 µM; hit rate 1.2% among 310,000; Potassium channel subfamily K member 9 (Homo sapiens), Q9NPC2; AID 488922, 2010;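 active = ratio B-score over 3 SD below the library mean, with starting fluorescence within 5 SD of its mean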;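 note: negative B-score means less thallium flux so channel inhibition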
# Target sequence (Q9NPC2 whole entry, looked up): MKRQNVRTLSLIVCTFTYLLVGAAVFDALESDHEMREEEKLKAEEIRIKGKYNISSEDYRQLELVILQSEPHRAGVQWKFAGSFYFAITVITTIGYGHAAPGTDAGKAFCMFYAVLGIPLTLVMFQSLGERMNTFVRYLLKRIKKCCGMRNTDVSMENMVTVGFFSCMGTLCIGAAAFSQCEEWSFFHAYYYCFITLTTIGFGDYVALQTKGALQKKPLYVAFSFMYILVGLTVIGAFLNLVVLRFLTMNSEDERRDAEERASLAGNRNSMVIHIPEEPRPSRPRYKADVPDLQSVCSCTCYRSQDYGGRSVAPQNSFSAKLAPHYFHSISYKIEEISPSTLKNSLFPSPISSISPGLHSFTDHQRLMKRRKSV
# TRPC4 block = inhibitors of mouse TRPC4 channel, primary screen, Fluo4 calcium, HEK293 TRPC4beta/mu-opioid cells; Short transient receptor potential channel 4 (Mus musculus), Q9QUQ5; DAMGO-evoked Fluo4 calcium flux; stronger effect = lower value; B-score at 10 µM; hit rate 0.39% among 300,000;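 active = B-score over 3 SD under the library average, no early fluorescence shift, positive overall ratio signal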
#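 Assay system: HEK293 cells with stable TRPC4beta plus mu-opioid receptor expression. Dosing: single dose. Measured by: Fluo4 Ca2+ flux fluorescence. Also added: DAMGO in two steps, submaximal then maximal. Read-out: B score from integrated Fluo4 fluorescence ratio.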
# * = called active by the depositor; i = inactive; x = not tested or not shown; & = joins results of further samples. This is a subset. The share of hits here may be higher or lower than overall.
SMILES,KCNK3 block,PolyA inhibitor,TRPC4 agonist,Dyrk1A ADPGlo,hERG rescue,Platelet DG rel,KCNQ1 inh,KCNQ1 act,TRPC4 potent,KCNK9 inh,TRPC4 block
Cc1cc(NC(=O)c2ccc(Cl)cc2Cl)n(CCC#N)n1,i,i,i,-4.9,-3.9,-1.9,i,i,i,i,i
O=C(c1cccc(NS(=O)(=O)c2ccc(F)c(F)c2)c1)N1CCN(Cc2ccccc2)CC1,i,i,81*,-3.1,-10.8,-4.2,i,i,i,i,i
Cc1ccc(C)c2[nH]c(=O)c(CN(CCN3CCOCC3)Cc3nnnn3CC3CCCO3)cc12 (stereo not given),i,i,i,0.6,-6.1,5.8,i,i,i,i,i
CC(C)CN1CCC(=O)N(CCO)CC1,i,i,i,14.7,-3.0,-3.3,i,i,i,i,x
CCOc1ccc(N(CC(=O)NC2CC3CCC2C3)S(=O)(=O)c2ccccc2)cc1 (stereo not given),i,i,i,5.9,-2.8,16.0,i,i,i,i,i
O=c1oc2ccccc2c(Nc2ccccc2O)c1[N+](=O)[O-],i,i,i,18.0,-3.8,2.2,i,i,i,i,i
Cc1cccc(OCC(O)Cn2ccnc2C)c1 (stereo not given),i,i,i,-4.4,-4.5,-2.7,i,i,i,i,i
O=C(/C=N/O)NCCN1CCCCC1,i,i,i,0.9,-4.3,-9.1,i,i,i,i,i
CC(=O)NC(=S)Nc1ccc(NC(=O)COc2ccc(Cl)cc2Cl)cc1,i,i,i,5.1,-16.7,0.2,i,i,i,i,i
Cc1nn(C)c(Cl)c1/C=C/C(=O)O,i,i,i,2.3,-9.2,-4.3,i,i,i,i,i
CCNC(=S)NNC(=O)Cn1c(=O)c2c(ncn2CCOC)n(Cc2ccccc2)c1=O,i,i,i,-1.9,-5.3,3.7,i,i,i,i,i
CC(C)CCOP(=O)(c1ccc(N(C)C)cc1)C(O)c1ccc(Cl)cc1Cl (stereo not given),i,i,i,-1.0,-7.1,1.1,i,i,i,i,i
CCn1c(N)[n+](CC(=O)Nc2ccc(SC(F)F)cc2)c2ccccc21,i,i,156*,4.9,-21.8,-0.6,i,i,i,i,i
Cn1cnnc1SCC(=O)Nc1ncc(C(F)(F)F)cc1Cl,i,i,i,-4.0,-4.0,5.5,i,i,i,i,i
CCC(C)(C)NC(=O)C(c1sccc1C)N(Cc1ccco1)C(=O)c1csnn1 (stereo not given),i,i,i,4.6,-11.2,-4.9,i,i,i,i,i
O=C(c1ccccc1-c1nc2ccccc2[nH]1)N1CCOCC1,i,i,i,2.3,-7.5,-6.3,i,i,i,i,i
CN(C)CC(=O)Nc1ccc(Oc2ccc(Cl)cc2)cc1,i,i,i,6.2,-6.9,21.2,i,i,i,i,i
CC(=O)NC(Cc1cccc(F)c1)C(=O)NC1CCN(C(=O)Nc2ccccc2)CC1 (stereo not given),i,i,i,-7.0,-11.1,2.9,i,i,i,i,i
O=C(NC1CC1)C1=C[C@@H](c2ccc(Br)cc2)C[C@@H](OCc2ccc(CO)cc2)O1,i,i,i,5.4,-14.0,12.1,i,i,i,i,i
Cc1nc(S/C(=C/c2ccc(-c3ccc(Cl)cc3)o2)C(=O)O)n[nH]1,i,i,i,10.1,-11.6,10.7,i,i,i,i,i
COc1ccccc1NC(=O)NCC(=O)Nc1ccc(F)c(F)c1,i,i,i,4.5,-2.7,-2.0,i,i,i,i,i
O=C1NC2=C(C(=O)OC2)C(c2ccc(OC(F)(F)F)cc2)N1 (stereo not given),i,i,i,-8.9,-8.6,-3.2,i,i,i,i,i
Oc1ccc(NC(=S)Nc2ccccc2)cc1,i,i,i,7.0&-2.0,-6.7&0.4,-1.3&7.6,i,i,i,i,i
CCCCCOC(=O)C1=C(C)NC(=O)NC1c1ccc([N+](=O)[O-])cc1 (stereo not given),i,i,i,9.5,-6.6,-8.2,i,i,i,i,i
CC(C)Sc1nc(SCC(=O)NCc2ccco2)c2c3c(sc2n1)COC(C)(C)C3,i,i,i,7.4,-19.2,-1.2,i,i,i,i,i
O=C1CC(c2ccc(OCCCCCOc3ccc(C4CC(=O)NC4=O)cc3)cc2)C(=O)N1 (stereo not given),i,i,i,4.3,-1.9,-9.8,i,i,i,i,i
COc1ccccc1CNC(=O)CCn1c(=O)sc2ccccc21,i,i,i,-1.0,-1.4,9.9,i,i,i,i,i
COCCCn1cc(C(=O)c2cc(OC)ccc2OCC(=O)N2CCCCC2C)cc(C#N)c1=O (stereo not given),i,i,i,-1.2,-5.5,3.5,i,i,i,i,i
O=C(c1ccco1)N1CCN(C(=O)C2CCCO2)CC1 (stereo not given),i,i,i,5.4,-8.4,-9.2,i,i,i,i,i
O=C(CCc1ccccc1)N=C1SC2CS(=O)(=O)CC2N1c1ccccc1F (stereo not given),i,i,i,1.0,-7.1,-2.5,i,i,i,i,i
CC(C)(C)C(=O)Nc1ccc(F)cc1[N+](=O)[O-],i,i,i,-2.3,-7.2,-9.6,i,i,i,i,i
CCOC(=O)C1CCCN(C(=O)Cn2nc(C)c3c(C)n(-c4ccccc4)nc3c2=O)C1 (stereo not given),i,i,i,0.5,-4.8,2.3,i,i,i,i,i
CC1(C)CC(=O)c2cc(OCC(=O)NCCN3CCCc4ccccc43)ccc2O1,i,i,i,2.2,-9.6,4.0,i,i,i,i,i
COc1ccc(S(=O)(=O)Nc2cccc(C)n2)c2ccccc12,i,i,i,-1.2,-3.5,-3.7,i,i,i,i,i
COC(=O)N1CN(C(=O)OC)CN(C(=O)OC)C1,i,i,i,-0.2,-3.2,-1.7,i,i,i,i,i
O=C(N=Nc1c(O)[nH]c2ccc(Cl)cc12)c1cc(-c2cccs2)nc2ccccc12,i,i,i,3.6,-1.6,-4.9,i,i,i,i,i
COc1ccc(S(=O)(=O)N(C)CC(=O)NC2CCCC2)cc1OC,i,i,i,x,-9.4,8.5,i,i,i,i,i
O=C(c1cc(-c2ccc3c(c2)OCO3)on1)N1CCCCC1,i,i,i,2.2,-1.3,8.4,i,i,i,i,i
COc1ccc(/C(O)=C2/C(=O)C(=O)N(CCN(C)C)C2c2cccnc2)cc1C (stereo not given),i,i,i,1.9,-3.7,-11.8,i,i,i,i,i
Cc1nc([N+](=O)[O-])cn1CC(=O)c1ccccc1,i,i,i,-0.6,-7.3,1.2,i,i,i,i,i
CC1Cc2ccccc2N1C(=O)CN(C)S(=O)(=O)c1cccc2cccnc12 (stereo not given),i,i,i,11.4,-3.6,-20.4,i,i,i,i,i
CC(NC(=O)CSc1nc2ccccc2n1C)c1ccccc1 (stereo not given),i,i,i,10.0,-5.3,-3.4,i,i,i,i,i
CN1CCN(C(=O)C2=C[C@H](C3CC3)C[C@H](OCc3ccc(CO)cc3)O2)CC1,i,i,i,13.3,-8.3,17.0,i,i,i,i,i
O=C(NC(=S)Nc1ccc(Br)c(Cl)c1)C1CC1,i,i,i,21.3,-8.7,-2.5,i,i,i,i,i
CCOc1ccc(N(C(C)C(=O)N/N=C(\C)C(C)(C)C)S(C)(=O)=O)cc1 (stereo not given),i,i,i,0.5,-7.4,5.2,i,i,i,i,i
COc1ccc(/C=N\NC(=O)C2COc3ccccc3O2)cc1O (stereo not given),i,i,i,-6.0,-8.2,1.3,i,i,i,i,i
COc1ccc(S(=O)(=O)NCCSCc2ccco2)cc1OC,i,i,i,-8.6,-6.2,-0.6,i,i,i,i,i
Cc1ccc(N(CC(=O)Nc2cc(Cl)ccc2Oc2ccccc2)S(C)(=O)=O)cc1C,i,i,i,1.3,-5.7,-1.6,i,i,i,-7.46*,i
COc1ccc(C(=O)[C@@H]2CC[C@](C)(C(=O)O)C2(C)C)cc1,i,i,i,-8.8,-2.4,2.4,i,i,i,i,i
Cc1cc(=O)[nH]c(N/N=C/c2c(C)nn(-c3ccccc3)c2Cl)n1,i,i,i,-5.1,-18.4,0.5,i,i,i,i,i
Cc1ccc(CNC(=O)c2ccccc2-n2cnnn2)cc1,i,i,i,-1.2,-8.9,2.7,i,i,i,i,i
O=C(CN(c1ccccc1)S(=O)(=O)c1ccccc1[N+](=O)[O-])Nc1cccnc1,i,i,i,-1.3,-2.5,0.9,i,i,i,i,i
COCCNC(=O)C1CCC(=O)N(c2ccc(OC)cc2)C1c1ccc(OC)c(OC)c1 (stereo not given),i,i,i,3.8,-4.2,0.5,i,i,i,i,i
CCOC(=O)c1nnc(-c2ccc(C)cc2)nc1Sc1ccc(Cl)cc1,i,i,i,54.9*,-5.8,-6.7,i,i,i,i,i
CC1(C)CC(NC(=O)C(=O)NCCc2ccccc2)CC(C)(C)N1,i,i,i,13.7,-2.8,-5.3,i,i,i,i,i
O=C(Nc1cccnc1)c1cc(-c2cccs2)on1,i,i,i,2.7,1.5,-2.7,i,i,i,i,i
CCOC(=O)N1N=C(C)CC1(O)c1ccc(Cl)cc1 (stereo not given),i,i,i,-3.9,-13.4,-0.3,i,i,i,i,i
C=CCNC(=O)/C(=C/c1ccccc1OCC)NC(=O)c1ccccc1,i,i,i,-6.6,-7.3,-5.8,i,i,i,i,i
